HepG2 viability: HepG2 cytotoxicity, counter-screen for TGF-b inhibitors. Potency, µM (top dose mostly 46.1 µM), for inactives: at the top dose activity change, negative = cytotoxicity, hits mostly cytotoxic. 410,000 tested, 0.76% active. AID 588856. HepG2 CAGA-GFP viability, ATP luminescence, 18 h; further: potency means the concentration at half of the fitted maximal effect; some results filed as inactive show a strong effect at the top dose
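CellTiter-Glo luminescence gave cytotoxicity after 18 hours at 37 degrees C. The cells were HepG2 CAGA-GFP in 1% FBS DMEM, stimulated with 500 pg/mL TGF-beta after compound addition. %Activity was normalised to no-cell wells (complete cell-killing) and DMSO (no toxicity), and curves were fitted and classified.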
Nrf2 activator: activates Nrf2 signaling; AREc32 ARE-luciferase reporter (MCF7-derived line), luminescence, 24 h; Potency, µM (doses to about 46.1 µM), without a hit: at the highest dose activation, usual class: activators; 410,000 tested, 0.31% active; further: potency means the concentration at half of the fitted maximal effect; % of control where 0% means no effect; nearly all actives have a fitted effect of over 65% in size
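Reporter line AREc32 (ARE-Fluc), seeded overnight in OPTI-MEM with 5% FBS; compound pin-transferred, 24 hr at 37 deg C, 5% CO2; luminescent read-out.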
ATXN2 expr inh: reduces ATXN2 reporter expression in HEK-293 cells | AID 1745845 | 360,000 tested, 0.72% active | HEK-293 ATXN2-luciferase reporter, luminescence, 24 h | Potency, µM (titrated, usually from 57 µM), for the others: at the highest dose activity change, negative = inhibition, usual class: inhibitors; further: potency means the concentration at half of the fitted maximal effect; on the % scale 0 is the no-effect control and ±100 the full control effect; nearly all actives have a fitted effect of over 55% in size
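ATXN2-luciferase reporter cells (luciferase flanked by upstream and downstream ATXN2 gene portions) were treated 24 h at 37 °C with compounds at up to 57 uM. SteadyGlo luminescence gave expression; GF-AFC fluorescence gave viability.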
IL1B secr inh: inhibitors of inflammasome signaling (IL-1 beta secretion); THP-1 LPS/ATP IL-1B secretion, AlphaLISA, 16 h; hits give low values; activity change, % at 57.5 µM; 360,000 tested, 4.7% active; in the data active means activity change below about -50%; inconclusive means mostly about -30% to -49%; further: on the % scale 0 is the no-effect control and ±100 the full control effect
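Secreted IL-1B measured by AlphaLISA bead assay after 16 h compound exposure of THP-1 cells; compounds (final up to 57.5 uM) added 1 h before LPS (250 ng/mL) and ATP (1.25 mM) stimulation; lower signal means less secretion.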
Nrf2 inh: blocks Nrf2 signaling; 360,000 tested, 2.1% active; A549 ARE-Fluc reporter, luciferase luminescence, 18-24 h; AID 504444; Potency, µM (titrated, usually from 46 µM), without a hit: at the top dose activity change, negative = inhibition, actives largely listed as inhibitors; further: potency means the concentration at half of the fitted maximal effect; on the % scale 0 is the no-effect control and ±100 the full control effect; nearly all actives have a fitted effect of over 60% in size
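Concentration-response testing used A549 ARE_Fluc cells at 5000 cells/well. Following an 18-24 h compound incubation, viability was read by fluorescence (Ex 405/Em 525) and luciferase output by luminescence.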
TGFb inhibitor: inhibitors of TGF-b signaling; HepG2 CAGA-GFP TGF-b/SMAD3 reporter, GFP fluorescence, 18 h; TGF-beta stimulated, 500 pg/mL final; Potency, µM (highest dose often 46.1 µM), for inactives: at the highest dose activity, negative = inhibition, usual class: inhibitors; 410,000 tested, 1.2% active; further: potency means the concentration at half of the fitted maximal effect; on the % scale 0 is the no-effect control and ±100 the full control effect; nearly all actives have a fitted effect of over 65% in size
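Inhibition of TGF-beta-driven CAGA-GFP reporter expression in HEPG2 cells is measured by cellular GFP fluorescence after 18 h stimulation with 500 pg/mL recombinant TGF-beta in 1% FBS medium at 37 degrees C.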
A549 viability: counter-screen for Nrf2 inhibitors: cytotoxicity in A549 cells | 390,000 tested, 0.16% active | Potency, µM (top dose mostly 46 µM), without a hit: top-dose activity change, negative = cytotoxicity, usual class: inhibitors | A549 ARE-Fluc cells, CellTiter-Fluor viability, 18-24 h; further: potency means the concentration at half of the fitted maximal effect; on the % scale 0 is the no-effect control and ±100 the full control effect
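A549 ARE-Fluc cells in 5% FBS OPTI-MEM, 5000 cells/well, rested 2 h then exposed to compounds in concentration-response for 18-24 h at 37 °C. Viability by CellTiter-Fluor fluorescence (Ex 405/Em 525) after 30 min; luciferase luminescence (BugLite, 15 min, RT) read afterwards.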
S2 tox: reduces viability in counter-screen for ATXN expression inhibitors; S2 cells (HEK-293 line with an ATXN2-luciferase reporter) viability, CellTiter-Fluor protease fluorescence, 24 h; Potency, µM (top dose mostly 56.7 µM), hits mostly cytotoxic; 400,000 tested, 0.49% active; further: potency means the concentration at half of the fitted maximal effect; nearly all actives have a fitted effect of over 40% in size
MCF10A rerep: induces DNA re-replication in MCF 10a normal breast cells; AID 624296; Potency, µM (series often up to 46.1 µM), for the others: top-dose activity, positive = re-replication, usual class: activators; MCF 10A DNA re-replication, Hoechst nuclear intensity, 48 h; 350,000 tested, 2.9% active; further: potency means the concentration at half of the fitted maximal effect; % of control where 0% means no effect; nearly all actives have a fitted effect of over 50% in size
An asterisk follows results filed as active; i = inactive; ? = inconclusive; · = not tested or not shown; & = joins results of further samples; [ ] = another dose, or the depositor's remark. Unless noted, the call rests on the fitted dose curve; in most records, active means well fitted curve in the direction sought with a large enough effect; inconclusive means small, poorly fitted or top-dose-only effect, or another doubt; inactive means no such curve, though single readings can be large; an effect the other way counts as inactive or inconclusive. Not a hit list (roughly 8.8% active in at least one column).

SMILES | HepG2 viability | Nrf2 activator | ATXN2 expr inh | IL1B secr inh | Nrf2 inh | TGFb inhibitor | A549 viability | S2 tox | MCF10A rerep
COc1ccccc1NC(=O)CN1C(=O)CC(C)S(=O)(=O)c2ccccc21 (stereo not given) | -49% | -0.1% | 6% | 0 | -3% | -5% | -2% | i | -1%
COc1ccc(C(O)(C(C)C)C(CN2CCOCC2)c2ccc(Cl)cc2)cc1 (stereo not given) | -4% | -1.1% | · | -17 | ? | ? | -2% | i | -11%
C#CC[N+](C)(C)C(C#Cc1ccccc1)CC=C (stereo not given) | -52% | 0.3% | 27% | -73* | 2% | 0% | 0% | i | ?
CCN(C[C@H]1N[C@@](C)(C(=O)OC)[C@H]2C(=O)N(Cc3ccccc3)C(=O)[C@@H]12)C(=O)c1ccc(C(C)(C)C)cc1 | -10% | -0.6% | -31% | -10 | -7% | -13% | 1% | ? | 6%
O=C(Nc1ccc(F)cc1F)c1cc2ccccc2oc1=O | -5% | 21% | · | 1 | 3% | 24% | 2% | i | 15%
CC(C(=O)OCC(=O)Nc1ccccc1OC(F)F)N1C(=O)C2CC=CCC2C1=O (stereo not given) | 8% | 4.8% | · | 14 | · | 3% | · | i | ·
COc1cccc(-c2nc(CS(=O)(=O)CC(=O)Nc3c(C)cccc3C)c(C)o2)c1 | -14% | 0.4% | -12% | -6 | 0% | -23% | 6% | ? | 7%
CC(=O)[C@H]1[C@H](C#N)C[C@H]2[C@@H]3CC=C4C[C@@H](O)CC[C@]4(C)[C@H]3CC[C@@]21C | -3%&-8% | 0.5% | 3% | 15 | -17% | -4%&4% | -1% | i | -5%
CC(=NCCN1CCN(C(=S)Nc2ccccc2)CC1)C1=C(O)CC(C)(C)CC1=O | -25% | 0.1% | 1% | 34 | 9% | 2% | -8% | ? | 5%
NS(=O)(=O)c1ccc(CCNC(=O)c2cncc(Br)c2)cc1 | -30% | -0.6% | -8% | -1 | 3% | -5% | -4% | i | -3%
C#CC1(NC(=O)NS(=O)(=O)c2ccc(C)cc2)CCCCC1 | -19% | 0.0% | -9% | 2 | 0% | -18% | 13% | i | ?
O=c1c2cnn(-c3ccccc3)c2nc(-c2cccs2)n1-c1cccc(Cl)c1 | -2% | 7.2% | -18% | -2 | ? | ? | -4% | ? | ?
N#Cc1nc(-c2ccccc2Cl)oc1NCC1CCCO1 (stereo not given) | -22% | 2.7% | 4% | 10 | ? | -6% | -3% | i | -3%
Cc1noc(C)c1COc1ccc2ccc(=O)oc2c1 | 5% | 0.2% | -25% | ? | -3% | 3% | 0% | i | -2%
COc1ccc2c(c1)c1c(c(=O)n(-c3ccc(OC)c(OC)c3)c(=O)n1Cc1ccc(F)cc1)n2C | -14% | -0.2% | -7% | · | -6% | ? | 10% | i | ·
Cc1c(C(=O)Nc2cccc(C(F)(F)F)c2)sc2nc3n(c(=O)c12)CCC3 | -42% | 3.2% | · | · | -10% | ? | 0% | · | ·
COc1cc(C)c2c(c1C=O)Oc1c(c(C)c(O)c3c1C(O)OC3=O)OC2=O (stereo not given) | -12% | 10% | -17% | -13 | 10% | -23% | -5% | i | ?
O=C(N/N=C/c1ccc(O)c([N+](=O)[O-])c1)C1CC1(c1ccccc1)c1ccccc1 (stereo not given) | 10% | 6.4% | -7%[11.3 µM] | 60 | ? | 1% | -15% | i | 26%
O=C(CN(Cc1ccco1)C(=O)c1cccc(F)c1)Nc1ccccc1C(F)(F)F | 0% | 1.5% | 6% | -21 | 11% | -8% | 9% | i | 5%
CCCNC(=O)C1(CC2CC(c3ccccc3)=NO2)CCN(C(=O)CCCCCBr)CC1 (stereo not given) | -6% | 0.2% | 5% | -1 | -1% | 2% | 8% | i | -2%
CC(C)N1CCc2[nH]c(=S)[nH]c(=O)c2C1 | -3% | 0.3% | 9% | 37 | 11% | -10% | 8% | i | -2%
Clc1ccc2nc(-c3ccc(Cl)nc3)[nH]c2c1 | -3% | 9.3% | 36%[activator] | -68* | ? | -7% | -6% | i | ?
Fc1ccc(NC(=S)NC2CC3CCC(C2)N3Cc2ccco2)cc1 (stereo not given) | 4% | -0.1% | -18% | -4 | 15% | 11% | -5% | i | -2%
O=S(=O)(/N=C(\c1ccccc1)N1CCOCC1)c1cccs1 | 4% | -0.1% | -1% | 6 | · | 7% | -2% | i | -20%
CSc1ccc(/C=C(/NC(=O)c2ccccc2)C(=O)NCCN2CCOCC2)cc1 | 6% | -0.1% | -1% | 5 | 6% | 13% | -3% | i | 2%

Reprinted from the part before: 3 compounds, followed by the next part.
SMILES | HepG2 viability | Nrf2 activator | ATXN2 expr inh | IL1B secr inh | Nrf2 inh | TGFb inhibitor | A549 viability | S2 tox | MCF10A rerep
Fc1ccc(NC(=S)NC2CC3CCC(C2)N3Cc2ccco2)cc1 (stereo not given) | 4% | -0.1% | -18% | -4 | 15% | 11% | -5% | i | -2%
O=S(=O)(/N=C(\c1ccccc1)N1CCOCC1)c1cccs1 | 4% | -0.1% | -1% | 6 | · | 7% | -2% | i | -20%
CSc1ccc(/C=C(/NC(=O)c2ccccc2)C(=O)NCCN2CCOCC2)cc1 | 6% | -0.1% | -1% | 5 | 6% | 13% | -3% | i | 2%
Cc1csc(NC(=O)CSCC(=O)O)c1-c1nc2ccccc2s1 | -16% | -0.2% | ? | 11 | ? | ? | -11% | i | 20%
O=C1/C(=C/c2ccc(O)c([N+](=O)[O-])c2)SC(=S)N1Cc1ccccc1 | -20% | -0.3% | -21% | 9 | -8% | -11% | -30% | ? | ?
Oc1cccc(/C=N/Nc2nn3cnnc3c3ccccc23)c1 | -43% | 8.3% | -14% | 7 | -1% | 6% | 0% | i | -3%
O=C(Nc1nnc(CCS(=O)(=O)c2ccc3ccccc3c2)s1)c1ccc([N+](=O)[O-])cc1 | 5% | -0.4% | 7% | 7 | -2% | 0% | -4% | ? | 1%
O=c1c2c3nc4ccccc4nc3n(CC3CCCO3)c2ncn1CCc1ccccc1 (stereo not given) | 7% | 1.6% | 3% | -13 | · | -9% | -3% | i | -5%
COc1ccc(NC(=O)CSCC(=O)Nc2ccc(S(=O)(=O)N3CCCCC3)cc2)cc1 | -7% | 2.6% | -9% | 4 | -17% | 5% | 2% | i | -2%
Cc1ccc2[nH]c(C(F)(F)F)cc(=O)c2c1 | -10% | 1.8% | 34% | · | ? | -20% | -14% | i | -13%
O=c1cc[nH]c2c(C(F)(F)F)cccc12 | -13% | 3.3% | 5% | 7 | 16% | -5% | 12% | i | 1%
COc1cccc(NC(=O)N2CCC(NC(=O)C(Cc3ccccc3OC)NC(C)=O)CC2)c1 (stereo not given) | -13% | -0.1% | 7% | 36 | 2% | 6% | 0% | i | -3%
N#C/C(=N\Nc1ccccc1F)C(=N)N1CCCCC1 | -2% | 0.0% | 43%[activator] | -4 | ? | 5% | -16% | i | 1%
CC(C)(C)NC(=O)C(c1ccco1)N(C(=O)Cn1nnc(-c2ccc(F)cc2)n1)c1ccccc1F (stereo not given) | -4% | 2.2% | -22% | ? | ? | 4% | -19% | i | 19%
O=C(CSc1ccc(-c2ccccn2)nn1)Nc1nccs1 | 10% | -0.1% | 6% | 15 | 16% | -13% | -5% | i | -8%
CS(=O)(=O)N(CC(=O)Nc1cccc(Br)c1)Cc1ccccc1 | -3% | -1.4% | -12% | ? | ? | -3% | 1% | i | -2%
CC(=O)OC1(C(F)(F)F)Oc2ccccc2NC1=O (stereo not given) | -7% | -1.3% | -8% | -4 | 2% | -2% | -1% | i | 7%
COc1cc(Cl)c(C)cc1NC(c1ccccc1)c1nnc(-c2ccccc2Cl)o1 (stereo not given) | -35% | 12% | · | · | 2% | 18µM* | -2% | · | ·
Cc1ccc(NC(=O)c2c(C)oc3c2C2=NCCN2C=N3)cc1F | -12% | -0.1% | -11% | · | -12% | ? | 0% | i | ·
C=CCc1cccc(C=Nc2c[nH]c(=O)[nH]c2=O)c1O | 5% | -0.3% | -9% | 12 | -19% | 0% | -16% | i | 10%
O=S(=O)(c1ccccc1C(F)(F)F)N1CCN(S(=O)(=O)c2ccccc2C(F)(F)F)CC1 | 1% | -0.8% | -6% | 0 | 8% | -2% | 5% | i | -5%
Cc1cccc(NC(=O)N2CCCC2C(=O)Nc2ccccc2)c1 (stereo not given) | 0% | -0.5% | -24% | 3 | 16% | 0% | 3% | i | -1%
Cc1ccc(-n2nnnc2-c2cnc(N3CCCC3)nc2C(F)(F)F)cc1 | -11% | 2.8% | 61%[activator] | -25 | ? | ? | -13% | i | 11%
O=C1CC(C(=O)Nc2ccc(C(=O)N3CCOCC3)cc2)C2(CCCCC2)O1 (stereo not given) | 0% | -0.1% | -23% | 6 | · | -4% | 2% | i | -1%
CC(=O)Nc1ccc(S(=O)(=O)N2CCN(Cc3ccncc3)CC2)cc1 | -12% | -0.8% | -25% | 0 | -26% | -14% | 3% | i | 1%
CC(C)(C)c1csc(NC(=O)c2cccnc2)n1 | -10% | 4.0% | 3% | ? | -22% | 2% | -13% | i | 1%
Cc1ccc(C(=O)CN2CCN(c3ccccn3)CC2)c(C)c1 | -3% | 0.0% | 1% | -10 | -7% | -3% | -3% | i | 2%
C=CCn1c(Cc2nc3ccccc3[nH]2)n[nH]c1=S | 1% | -0.1% | 11% | 13 | · | -2% | -2% | i | 21%
Cc1cccc(N(C(=O)c2snc(C(N)=O)c2N)C(C(=O)NCC2CCCO2)c2ccc3ncccc3c2)c1 (stereo not given) | 0% | -0.1% | -4% | ? | -12% | 5% | -14% | i | 2%
CC1(C)CC(=O)C2=C(C1)N(c1ccc(F)cc1)C(=O)NC2(C(F)(F)F)C(F)(F)F | 0% | -0.2% | -4% | -6 | -7% | -2% | -4% | i | 3%
